N370S GC – inhibits or activates N370S mutant glucocerebrosidase; AID 2101; N370S GC spleen homogenate, 4MU-glucoside fluorescence; Potency, µM (top dose mostly 59.4 µM), for inactives: at the highest dose activity change, negative = inhibition, actives largely listed as inhibitors; P04062; 0.092% of 330,000 active;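 further: 0% = full enzyme activity and -100% = no enzyme basal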
KAT2A inh – blocks human GCN5L2 histone acetyltransferase; Q92830; Potency, µM (titrated, usually from 58.9 µM), for the others: top-dose activity change, negative = inhibition, most hits filed as inhibitors; AID 504327; 0.21% of 390,000 active; GCN5L2 HAT assay, ThioGlo1 CoA-SH fluorescence
Target sequence (Q92830 whole entry, looked up): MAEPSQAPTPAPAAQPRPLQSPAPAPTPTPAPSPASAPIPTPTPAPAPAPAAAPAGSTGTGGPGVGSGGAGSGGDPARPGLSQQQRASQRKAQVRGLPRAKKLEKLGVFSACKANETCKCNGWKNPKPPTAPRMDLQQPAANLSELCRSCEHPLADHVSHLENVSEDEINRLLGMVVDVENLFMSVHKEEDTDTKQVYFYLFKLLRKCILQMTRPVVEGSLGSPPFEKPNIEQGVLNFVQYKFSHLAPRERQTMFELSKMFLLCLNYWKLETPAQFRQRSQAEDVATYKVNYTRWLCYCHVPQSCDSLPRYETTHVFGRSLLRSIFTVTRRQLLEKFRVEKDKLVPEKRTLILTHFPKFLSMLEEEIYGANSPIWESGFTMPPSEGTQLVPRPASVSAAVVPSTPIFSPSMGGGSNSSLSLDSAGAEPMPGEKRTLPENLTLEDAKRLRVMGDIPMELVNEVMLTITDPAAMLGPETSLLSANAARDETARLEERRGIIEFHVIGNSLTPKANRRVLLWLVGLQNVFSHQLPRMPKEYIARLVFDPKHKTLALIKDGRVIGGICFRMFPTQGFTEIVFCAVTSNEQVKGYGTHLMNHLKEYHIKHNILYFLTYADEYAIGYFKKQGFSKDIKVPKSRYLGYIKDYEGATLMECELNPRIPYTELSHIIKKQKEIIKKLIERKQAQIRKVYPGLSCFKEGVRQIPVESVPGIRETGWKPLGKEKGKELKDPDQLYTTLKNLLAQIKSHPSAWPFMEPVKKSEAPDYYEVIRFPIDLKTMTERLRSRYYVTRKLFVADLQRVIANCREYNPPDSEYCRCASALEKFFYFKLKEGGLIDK
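Enzyme at 20nM final was mixed with library compounds for 15 min at room temperature. Peptide H3(1-25) at 75uM, acetyl-CoA at 70uM and ThioGlo1 at 50uM were then added. Plates were read immediately and after 20 min (Ex340nm/Em540nm).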
FEN1 inhibitor – human FEN1 inhibition. Recombinant FEN1 flap cleavage, fluorescence, 15 min. Potency, µM (top dose mostly 114 µM), without a hit: top-dose activity change, negative = inhibition, actives largely listed as inhibitors. P39748. 0.35% of 390,000 active. AID 588795; further: nearly all actives have a fitted effect of over 65% in size
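Recombinant FEN1 (10 nM) was preincubated with pin-transferred compounds for 15 min at room temperature, then flap DNA substrate (50 nM final) was added. Plates were read at 0 and 15 min, and normalized concentration–response data were fitted to a four-parameter Hill equation.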
An asterisk follows results filed as active; u = inconclusive; x = not tested or not shown; & = joins results of further samples; [ ] = another dose, or the depositor's remark. The call rests on the fitted dose curve; in most records, active means well fitted curve in the direction sought with a large enough effect; inconclusive means small, poorly fitted or top-dose-only effect, or another doubt; inactive means no such curve, though single readings can be large; an effect the other way counts as inactive or inconclusive. Unless noted, on the % scale 0 is the no-effect control and ±100 the full control effect; potency means the concentration at half of the fitted maximal effect.

SMILES	N370S GC	KAT2A inh	FEN1 inhibitor
Cc1ccc(C(C)C)c(OCC(=O)N/N=C/c2ccc(S(=O)(=O)O)o2)c1	-1.9%	-9.9%	-1.9%
O=C(Cn1c(-c2cscn2)nc2ccccc21)Nc1ccc(Cl)cc1	-13.9%	-4.7%	1.2%
CCCCn1c(N)c(N(CCOC)C(=O)c2cc(Cl)nc3ccccc23)c(=O)[nH]c1=O	1.8%	0.5%	-1.3%
O=[N+]([O-])c1cccc(NC(=S)N2CCN(c3ccccn3)CC2)c1	-1.7%	-5.9%	-9.4%
CCc1ccccc1N(CC(=O)NCc1ccco1)C(=O)CCC(=O)Nc1nccs1	-2.1%	2.4%	-1.8%
CCOC(=O)c1oc2c(c1C)C(=O)CCC2	0.2%	-4.4%	5.8%
CSc1ccc(CNCc2ccco2)cc1	-4.4%	0.1%	1.8%
CCOc1ccccc1CN1CCN(Cc2cc(=O)c3ccccc3[nH]2)CC1CCO (stereo not drawn)	3.4%	-7.9%	-1.8%
CC(C)N(C(=O)CSc1nc2ccccc2c(=O)[nH]1)C(C)C	-6.8%	15.6%	-8.7%
Cc1ccccc1S(=O)(=O)N1[C@@H](c2cccc(Cl)c2)C(C(=O)O)=CC[C@H]1c1ccc(Cl)cc1	-8.2%	u	10.2%
COc1cc(OC)c(-c2nn3c(-c4ccncc4)nnc3s2)cc1OC	-4.7%	-13.9%	x
COc1ccc(C(=O)O/N=C(\N)c2ccc(Br)cc2)cc1	-10.5%	-11.7%	20.4%
Cc1ccc(NC(=O)c2ccc(F)c(S(=O)(=O)NCCc3ccccc3)c2)cc1F	x	-5.1%	5.2%
COc1ccc(CNC(=O)[C@@H](NC(=O)C2CCN(C(=O)[C@@H]3CCCN3C(=O)OC(C)(C)C)CC2)C(C)C)cc1	-1.1%	-7.7%	3.4%
O=C(CSc1nccc(=O)[nH]1)Nc1ccc(N2CCOCC2)c(Cl)c1	-14.3%	-4.7%	4.5%
CCCSC1=C(C#N)C(c2cccs2)C(C(=O)Nc2ccccc2)=C(C)N1 (stereo not drawn)	6.0%	-25.6%	-4.1%
CC(C)Oc1ccc(C(=O)Nc2ccc(N3CCCC3)cc2)cc1	u	21.5%	-6.2%
Cc1cccc(NC(=O)c2ccc3c(=O)n(CC4CCCO4)c(=S)[nH]c3c2)c1 (stereo not drawn)	-15.7%	-1.9%	-4.1%
Cn1c(=O)n(C)c2cc(S(=O)(=O)N3CCCc4ccccc43)ccc21	3.6%	-6.4%	1.0%
Cc1cc(C)c(N(C(=O)Cn2nnc3ccccc32)C(C(=O)NC(C)(C)C)c2ccsc2)c(C)c1 (stereo not drawn)	5.0%	-4.9%	-17.3%
CCn1c(C)nc2cc(C(=O)n3cc(C(=O)c4ccccc4O)cn3)ccc21	-20.5%	-1.1%	x
CCN1CCN(c2nc(Nc3ccccc3)nc(N)c2[N+](=O)[O-])CC1	3.6%	-9.1%	-3.0%
CCc1cccc2c(C=C(C#N)C#N)cn(CC(=O)N3CCCCC3)c12	-13.3%	-0.1%	2.2%
CCCCC(=O)Nc1ccc(NC(=O)c2ccc(C)c([N+](=O)[O-])c2)cc1OC	5.5%	-0.3%	2.9%

Complete entries, looked up by structure.
Cc1cccc(NC(=O)c2ccc3c(=O)n(CC4CCCO4)c(=S)[nH]c3c2)c1 (stereo not drawn) is listed with N370S GC: -15.7%; KAT2A inh: -1.9%; FEN1 inhibitor: -4.1%
Cn1c(=O)n(C)c2cc(S(=O)(=O)N3CCCc4ccccc43)ccc21 is listed with N370S GC: 3.6%; KAT2A inh: -6.4%; FEN1 inhibitor: 1.0%

Remaining list, next part.
SMILES	N370S GC	KAT2A inh	FEN1 inhibitor
Cn1c(N)c(C(=O)CSc2nnc3n2CCCCC3)c(=O)n(C)c1=O	x	-1.7%	-2.6%
CC(C)(C)C(=O)C[n+]1ccccc1	5.3%	-1.1%	-3.1%
O=C(Nc1ccc(F)cc1)c1cccnc1N1CCOCC1	-8.2%	2.0%	0.6%
NC(N)=NC(N)=Nc1cccc2ccccc12	-10.5%	-9.3%	-15.3%
COc1ccc(S(N)(=O)=O)cc1C(=O)NCCCN1CCN(c2ccccc2OC)CC1	-7.1%	-0.2%	-4.5%
Cc1cccc(N(C(=O)CCC(=O)Nc2cc(C)on2)C(C(=O)NC2CCCC2)c2ccc(C)o2)c1 (stereo not drawn)	-15.2%	1.9%	1.4%
NC(=O)c1ccc(Cn2c(C(=O)c3ccc(Cl)cc3)c3ccccc3[n+]2[O-])cc1	-8.1%	-7.6%	-12.3%
O=C1c2oc3ccccc3c(=O)c2C(c2ccccn2)N1Cc1ccccc1 (stereo not drawn)	-1.2%	-10.4%	-1.8%
CCOC(=O)Cn1c(=O)n(CC2CCCO2)c2nc(-c3ccc(CC)cc3)nc(C(N)=O)c21 (stereo not drawn)	x	-2.9%	-2.0%
CCOC(=O)C1CCN(C(=O)CCNS(=O)(=O)c2ccc(C)cc2)CC1	x	-3.3%	-1.4%
O=C(CCCSc1nc2ccccc2c(=O)[nH]1)c1ccccc1	6.0%	-3.4%	-14.5%
Cc1nc(SCc2ccc(F)cc2)n[nH]1	-12.9%	0.5%	-3.0%
Cc1ccc(OCC(=O)NNC(=O)C2CCCO2)c(C)c1 (stereo not drawn)	4.1%	-4.4%	1.0%
CCN(Cc1ccccc1)S(=O)(=O)c1ccc(-c2coc(C)n2)cc1	x	-27.4%	-8.0%
COc1ccc(NC(=O)c2ccccc2Oc2ccccc2)cc1	1.1%	-14.4%	-22.5%
O=C(Nc1cccc(C(F)(F)F)c1)C1CC(=O)N(CCc2ccccc2)C1 (stereo not drawn)	x	-0.8%	-6.6%
COc1ccc(-c2cc(C(=O)NCCN3CCOCC3)c3ccccc3n2)cc1OC	-8.7%	-23.3%	-1.1%
CCCN1CCN(CC(=O)Nc2nncs2)CC1	-0.8%	-4.6%	-1.3%
C[C@@H](C(=O)Nc1ccc2ccccc2c1)[C@@H]1C[C@@]1(C)[C@@H](NC(=O)c1cccnc1)c1ccccc1	21.6%&-9.1%	-7.0%	u
CN1CCN(/N=C/c2nc(-c3ccc(Cl)cc3)n3ccccc23)CC1	3.9%	37.6%[activator]	-17.2%
CCCCOC(=O)Nc1ccc(N(C)C)cc1	17.2%	1.8%	-5.6%
O=C(/C=C/c1ccc(Cl)cc1Cl)N1CCN(c2ccc([N+](=O)[O-])c(N3CCOCC3)c2)CC1	6.3%	-3.3%	12.5%
COn1c(=O)c(-c2ccc(C)cc2)[n+]([O-])c2ccccc21	-10.1%	-0.9%	-10.4%
CCOC(=O)c1ccc2c(c1)nc(SCC(=O)N1CCCCC1)n2CC	16.9%	-1.9%	-2.0%
Cc1cc(C(F)F)n2ncc(C(=O)NCCc3ccc(Cl)cc3)c2n1	u	-6.4%	-9.5%
C=CC(C)n1c(Br)nc2c1c(=O)[nH]c(=O)n2C (stereo not drawn)	11.0%	-7.4%	9.4%
CCCCn1c(N)c(N(CCOC)C(=O)c2ccc(S(=O)(=O)N3CCCCCC3)cc2)c(=O)[nH]c1=O	-2.7%	-0.4%	8.0%
O=C(CSC1=NS(=O)(=O)c2cc(F)ccc2N1)Nc1ccccc1	0.3%	1.2%	0.0%
Cc1ccc(C)c(CS(=O)(=O)c2cn(CC(=O)N3CCCCC3)c3ccccc23)c1	21.8%	16.6%	5.0%
COc1c(NC(C)=O)c2ccccc2c2ccccc12	-11.0%	0.4%	-9.5%
Cc1nc2c(C)cccn2c1C(=O)c1ccccc1	0.7%	-11.6%	1.3%
COc1cccc(CNCCSc2nnnn2C)c1OCc1ccccc1	x	-1.8%	-10.0%
S=C(Nc1ccccc1)N1CCn2cccc2C1c1cccnc1 (stereo not drawn)	-16.2%	-4.2%	-4.2%
O=C(CCn1c(=O)[nH]c2ccsc2c1=O)N1CCc2ccccc2C1	7.9%	1.1%	-5.1%
COc1ccccc1-c1cncnc1NCCN1CCOCC1	2.4%	-8.6%	x
O=c1[nH]c2cccnc2n1Cc1ccccc1	u	0.9%	-10.6%
Cc1cc(-c2ccc(Br)cc2)n[nH]1	-7.0%	-13.1%	-18.1%
COc1ccc(CC(=O)Oc2ccc(C(C)C)cc2)cc1S(=O)(=O)N1CCOCC1	-1.3%	-7.1%	-2.0%
Cc1cccc(C)c1Nc1nc2ccccc2o1	6.6%	1.8%	16.0%
CC(C)(C)NC(=O)NC12CC3CC(CC(C3)C1)C2	7.3%	-2.8%	-11.5%
CC(C)(C)c1ccc(C(=O)NNc2cc(N3CCCCC3)nc(N3CCCCC3)n2)cc1	13.0%	-16.6%	-2.6%
COc1ccc2[nH]c(=O)c(CN(C(=O)c3cccnc3)c3ccc(C)cc3)cc2c1	5.4%	-4.1%	0.6%
COc1cc(CC(=O)OCc2ccccc2F)cc(OC)c1OC	-6.1%	-3.0%	-12.5%
CCCCCCC(=O)Nc1c2c(nc3ccccc13)N(C)CC2	10.3%	x	-10.5%
CC1(C)OC(=O)C(=CNc2ncccn2)C(=O)O1	-5.5%	u	-2.4%
CC1(C(=O)NC(=S)N(Cc2ccccc2)c2ccccn2)CC1(Cl)Cl (stereo not drawn)	4.4%	0.3%	2.1%
CCOC(=O)NN1C(=O)c2ccccc2NC1C (stereo not drawn)	0.7%	-16.3%	-12.4%
CC1=NN(c2ccc(Cl)c(C(=O)O)c2)C(=O)C1	0.0%	-1.4%	u
COc1ccc(OC)c(NC(=O)C2CCCN2C(=O)C2CCC(C)CC2)c1 (stereo not drawn)	16.4%	-4.4%	-5.5%
Cc1cccc(NC(=O)CSc2nnc(-c3ccccc3)n2N)c1C	3.9%	1.5%	5.9%
COC(=O)CC1C(=O)NCCN1C(=O)c1sc2ccccc2c1Cl (stereo not drawn)	-3.5%	-13.9%	-16.8%
CC(C)Oc1ccc(CCc2n[nH]c(=S)n2-c2ccccc2)cc1	7.5%	-2.1%	-0.4%
CN(C)c1ccc(C=Nc2ccccc2)cc1	-15.5%	-12.6%	-0.3%
CN1CCN(c2ncc3nc(CCc4ccccc4)c(=O)n(C)c3n2)CC1	-13.7%	-13.0%	x
COc1ccc(-c2noc(CN(C(=O)c3ccc(C)cc3C)C(C)C)n2)cc1	x	-9.4%	-6.4%
COC(=O)c1[nH]c2ccc(F)cc2c1NC(=O)CCN1CCN(C(=O)c2ccco2)CC1	13.8%	-4.1%	x
CN(CC(=O)Nc1ccc(F)cc1)CC(=O)N1CCCC1	x	-1.5%	-3.9%
Cc1nn(C)c(C)c1NC(=O)Nc1cccc(C(F)(F)F)c1	u	-0.8%	-13.3%
Cc1ccccc1NC(=O)CSc1ccsc1[N+](=O)[O-]	1.6%	-23.7%	u

In the list so far, these contain fluorine:
SMILES	N370S GC	KAT2A inh	FEN1 inhibitor
Cc1ccc(NC(=O)c2ccc(F)c(S(=O)(=O)NCCc3ccccc3)c2)cc1F	x	-5.1%	5.2%
O=C(Nc1ccc(F)cc1)c1cccnc1N1CCOCC1	-8.2%	2.0%	0.6%
Cc1nc(SCc2ccc(F)cc2)n[nH]1	-12.9%	0.5%	-3.0%
O=C(Nc1cccc(C(F)(F)F)c1)C1CC(=O)N(CCc2ccccc2)C1 (stereo not drawn)	x	-0.8%	-6.6%
Cc1cc(C(F)F)n2ncc(C(=O)NCCc3ccc(Cl)cc3)c2n1	u	-6.4%	-9.5%
O=C(CSC1=NS(=O)(=O)c2cc(F)ccc2N1)Nc1ccccc1	0.3%	1.2%	0.0%
COc1cc(CC(=O)OCc2ccccc2F)cc(OC)c1OC	-6.1%	-3.0%	-12.5%
COC(=O)c1[nH]c2ccc(F)cc2c1NC(=O)CCN1CCN(C(=O)c2ccco2)CC1	13.8%	-4.1%	x
CN(CC(=O)Nc1ccc(F)cc1)CC(=O)N1CCCC1	x	-1.5%	-3.9%
Cc1nn(C)c(C)c1NC(=O)Nc1cccc(C(F)(F)F)c1	u	-0.8%	-13.3%

Bioassay records deposited in PubChem by National Center for Advancing Translational Sciences (NCATS).

Rows are unselected. About 0.54% of those tested had a hit in this group.
